Akt phos inh: inhibitors of Akt phosphorylation; activity change, % for hits at 50 µM; Neuro2A IGF-stimulated pAkt S473 HTRF, 20 min; hits give low values; 0.32% of 360,000 active; in the data active = activity change below about -80%; inconclusive = mostly about -51% to -80%; note: % is set by controls: 0 for no effect and ±100 for the full control effect
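Single-point screen (50 µM final compound) in Neuro2A cells stimulated 20 min with 6 nM IGF at 37 deg C. After lysis, Ser473-phosphorylated Akt read by HTRF (ex 330 nm, em 615/665 nm) as the 665/615 ratio.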
TGFb inhibitor: inhibitors of TGF-b signaling; HepG2 CAGA-GFP TGF-b/SMAD3 reporter, GFP fluorescence, 18 h; TGF-beta stimulated, 500 pg/mL final; Potency, µM (top dose mostly 46.1 µM), inactives show at the highest dose activity, negative = inhibition, hits mostly inhibitors; 1.2% of 410,000 active; note: potency is the fitted concentration of half-maximal effect; % is set by controls: 0 for no effect and ±100 for the full control effect; nearly all actives have a fitted effect of over 65% in size
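Using HEPG2 CAGA-GFP reporter cells at 1000 cells/well, we pinned test compounds, stimulated with recombinant TGF-beta (500 pg/mL final) and measured total well GFP after 18 h.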
A549 tox: kills or reduces viability of A549 cells in Nrf2 counter-screen. A549 ARE-Fluc cells, CellTiter-Fluor viability, 18-24 h. Potency, µM (highest dose often 46 µM), for inactives: top-dose activity change, negative = cytotoxicity, usual class: inhibitors. 0.16% of 390,000 active; note: potency is the fitted concentration of half-maximal effect; % is set by controls: 0 for no effect and ±100 for the full control effect
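Cytotoxicity counterscreen: CellTiter-Fluor fluorescence was measured in A549 ARE_Fluc cells after 18-24 h of compound exposure in a concentration series. The subsequent BugLite luminescent read reports ARE-luciferase activity.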
CCT modulator: cytosolic chaperonin activity modulation | purified chaperonin ATPase assay, HTRF ADP detection, 30 min | activity change, % (concentration not given with the values), hits read low | 0.3% of 360,000 active; in the data active = activity change below about -30%; note: % is set by controls: 0 for no effect and ±100 for the full control effect
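TRiC (40 or 20 nM final, by batch activity) in 30 mM Tris pH 7.4, 100 mM KCl, 5 mM MgCl2, 1 mM DTT was treated with compound at 76 uM single dose, then 10 uM ATP, 30 min at 37 °C. ADP was read by HTRF Transcreener.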
Nrf2 inh: inhibitors of Nrf2 signaling. A549 ARE-Fluc reporter, luciferase luminescence, 18-24 h. Potency, µM (highest dose often 46 µM), without a hit: at the top dose activity change, negative = inhibition, actives largely listed as inhibitors. 2.1% of 360,000 active; note: potency is the fitted concentration of half-maximal effect; % is set by controls: 0 for no effect and ±100 for the full control effect; nearly all actives have a fitted effect of over 60% in size
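Two sequential reads on A549 ARE_Fluc cells exposed to compound for 18-24 h: a CellTiter-Fluor fluorescence read for viability, then a luciferase luminescence read for Nrf2/ARE activity.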
MmCpn inh: inhibitors of Methanococcus maripaludis chaperonin (MmCpn) | purified Mm-Cpn ATPase, ADP Transcreener TR-FRET | Potency, µM (doses to about 76.9 µM), for the others: at the top dose activity, negative = inhibition, actives largely listed as inhibitors | 0.031% of 330,000 active; note: potency is the fitted concentration of half-maximal effect; % is set by controls: 0 for no effect and ±100 for the full control effect; nearly all actives have a fitted effect of over 80% in size
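Measured: ADP formation by purified Mm-CPN. Conditions: 25 nM protein, 10 uM ATP, Tris pH 7.4 with Mg2+, K+ and DTT, 37°C for 30 min. Detection: Transcreener HTRF after 30 min at room temperature.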
Nrf2 activator: Nrf2 pathway activation. AREc32 ARE-luciferase reporter (MCF7-derived line), luminescence, 24 h. Potency, µM (top dose mostly 46.1 µM), for the others: top-dose activation, hits mostly activators. 0.31% of 410,000 active. AID 624171; note: potency is the fitted concentration of half-maximal effect; % of control where 0% means no effect; nearly all actives have a fitted effect of over 65% in size
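ARE-driven firefly luciferase activity in AREc32 cells measured after a 24 hr compound exposure at 37 deg C, using Steady-Glo reagent and a 30 min room-temperature hold.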
EPAC2 antag: EPAC2 (human) antagonism; AID 720708; Potency, µM (top dose mostly 114 µM), for the others: top-dose activity, negative = inhibition, usual class: inhibitors; Q8WZA2; EPAC2 GEF exchange of Rap1B-BODIPY-GDP, fluorescence; 0.18% of 360,000 active; note: potency is the fitted concentration of half-maximal effect; % is set by controls: 0 for no effect and ±100 for the full control effect; nearly all actives have a fitted effect of over 45% in size; many of its hits are not listed in these tables
Target sequence (Q8WZA2 whole entry, looked up): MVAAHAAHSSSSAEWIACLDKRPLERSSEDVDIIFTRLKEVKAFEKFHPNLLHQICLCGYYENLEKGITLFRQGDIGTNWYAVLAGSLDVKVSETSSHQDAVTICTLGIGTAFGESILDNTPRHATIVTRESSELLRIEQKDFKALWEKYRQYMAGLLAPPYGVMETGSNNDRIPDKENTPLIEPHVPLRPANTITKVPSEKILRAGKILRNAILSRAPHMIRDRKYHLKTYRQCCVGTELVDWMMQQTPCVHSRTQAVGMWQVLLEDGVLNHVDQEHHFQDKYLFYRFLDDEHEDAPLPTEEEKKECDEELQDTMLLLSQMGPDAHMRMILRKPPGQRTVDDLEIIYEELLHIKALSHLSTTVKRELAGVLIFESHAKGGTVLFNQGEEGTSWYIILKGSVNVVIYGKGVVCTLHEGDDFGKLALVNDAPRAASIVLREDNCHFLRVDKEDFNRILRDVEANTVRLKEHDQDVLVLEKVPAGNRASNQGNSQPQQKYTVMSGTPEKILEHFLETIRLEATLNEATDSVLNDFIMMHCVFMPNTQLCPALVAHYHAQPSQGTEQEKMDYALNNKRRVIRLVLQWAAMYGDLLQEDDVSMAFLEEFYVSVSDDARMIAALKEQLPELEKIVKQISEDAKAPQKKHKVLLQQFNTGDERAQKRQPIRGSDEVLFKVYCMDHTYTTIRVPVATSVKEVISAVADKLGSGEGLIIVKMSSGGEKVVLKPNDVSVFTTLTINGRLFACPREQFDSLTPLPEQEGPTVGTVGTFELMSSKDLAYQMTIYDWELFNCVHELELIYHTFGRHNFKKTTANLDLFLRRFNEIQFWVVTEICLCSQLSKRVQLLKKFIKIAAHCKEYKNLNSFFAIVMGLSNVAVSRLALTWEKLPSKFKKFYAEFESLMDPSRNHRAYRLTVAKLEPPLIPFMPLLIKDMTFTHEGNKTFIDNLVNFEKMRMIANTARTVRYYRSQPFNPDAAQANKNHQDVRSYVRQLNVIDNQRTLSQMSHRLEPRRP
EPAC2 ag: EPAC2 (human) agonism; Q8WZA2; EPAC2 activation, biochemical qHTS; response scale: 100% = 6.5 mM cAMP response; Potency, µM (titrated, usually from 154 µM), without a hit: at the top dose activation, actives largely listed as activators; 0.079% of 360,000 active; note: potency is the fitted concentration of half-maximal effect; nearly all actives have a fitted effect of over 50% in size
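Setup: EPAC2 100 nM, labeled Rap1B complex 250 nM, free GDP 50 uM. Compound titrations pinned in, brief spin, 5 min room temperature incubation. Kinetic fluorescence read over 30 min, normalized to 6.5 mM cAMP.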
Starred values were filed as active, the others as inactive; i = inactive; ? = inconclusive; nt = not tested or not shown; [ ] = another dose, or the depositor's remark. Unless noted, calls come from the whole dose curve; as a rule, active = well fitted curve in the direction sought with a large enough effect; inconclusive = small, poorly fitted or top-dose-only effect, or another doubt; inactive = no such curve, though single readings can be large; an effect the other way counts as inactive or inconclusive. Not all compounds are listed; the hit share may differ from the screen's.

SMILES	Akt phos inh	TGFb inhibitor	A549 tox	CCT modulator	Nrf2 inh	MmCpn inh	Nrf2 activator	EPAC2 antag	EPAC2 ag
COc1cc(NC(=O)c2ccc(NC3=NC4CS(=O)(=O)CC4S3)cc2)cc(OC)c1OC (centres undefined)	i	-3%	-4%	1.0	16%	-1%	-0.2%	8%	-1%
CC(C)c1ccc(C(CC(=O)O)N2Cc3ccccc3C2=O)cc1 (centres undefined)	i	1%	1%	1.1	-17%	0%	-1.2%	-3%	8%
CCOc1ccc(-n2c(SCC(=O)NCc3ccco3)nc3c(c2=O)SCC3)cc1	i	1%	-4%	-0.7	?	-1%	0.3%	4%	6%
COc1ccc(Cl)cc1S(=O)(=O)Nc1ncn[nH]1	i	8%	2%	3.6	-4%	0%	-0.4%	23%	7%
Fc1ccc(-n2nnnc2-c2cnc(-c3cccs3)nc2C(F)(F)F)cc1	i	0%	?	-0.2	15µM*	-3%	-1.6%	-4%	7%
C[C@@H]1C(c2cccc(Cl)c2)=NN(c2ccc(Br)cc2)[C@H]1C(=O)N1CCOC1=O	i	10µM*	0%	-0.8	12%	?	8.2%	10%	8%
COc1ccc2c(c1)CCC/C2=N\OC(=O)c1ccccc1F	i	1%	0%	-0.7	-3%	-4%	-0.1%	-4%	10%
Cc1sc2ncnc(N3CCC(C(=O)NNC(=O)COc4ccc(Br)cc4)CC3)c2c1C	i	-19%	-1%	-2.6	-18%	1%	1.6%	-6%	9%
Cc1cccc(N2CCN(C(=O)Cn3c(=O)c4cccn4c4ccc(F)cc43)CC2C)c1 (centres undefined)	nt	-6%	12%	nt	?	nt	2.5%	nt	nt
CCC(NC(=O)NC1=NCCS1)(C(F)(F)F)C(F)(F)F	i	-6%	-1%	0.6	-8%	0%	-0.6%	0%	-1%
O=C(c1ccco1)N1CCN(S(=O)(=O)c2ccc(F)cc2)CC1	i	5%	-5%	-2.4	-6%	2%	-1.0%	4%	7%
CCN(CC)C(=O)[C@H]1C[C@H](CC(=O)NC/C=C(\C)CCC=C(C)C)C(=O)N2CCc3c([nH]c4cc(CCC(=O)N(C)C)ccc34)[C@]12C	i	13µM*	-14%	0.8	?	0%	8.5%	-2%	-2%
O=C(NNC(=S)NCc1ccccc1)c1ccc2c(c1)OCO2	i	1%	17%	0.6	?	-1%	0.0%	-9%	2%
Cc1cc(C(F)F)nn1CC(=O)NCc1ccc(Cl)cc1Cl	i	0%	0%	1.5	-20%	-2%	0.2%	0%	4%
CCOC(=O)c1cnc2nc(C(F)(F)F)[nH]n2c1=O	i	0%	-7%	-1.1	19%	1%	-0.7%	1%	-2%
Cc1nn(C(C)CC(=O)O)c(C)c1Br (centres undefined)	nt	11%	-8%	-1.2	8%	0%	-0.2%	-3%	3%
c1cncc(-c2nc3cc4ccccc4cc3[nH]2)c1	i	?	4%	-6.6	?	-2%	9.2%	0%	3%
CNC(=O)NC(=O)CSc1nnc(-c2ccc(F)cc2)n1CC1CCCO1 (centres undefined)	i	1%	3%	0.3	-4%	0%	-0.1%	-1%	7%
C=CCc1cccc(/C=N/c2ncccc2O)c1O	i	7%	-4%	-1.4	6%	0%	0.3%	4%	12%
CCn1c(-c2cc(-c3cccc(OC)c3)nc3ccccc23)n[nH]c1=S	i	3%	-3%	-2.2	-16%	-5%	0.5%	-7%	13%
Cc1ccc2cc(NC(=O)C3(C)CCN3C(C)C)ccc2n1 (centres undefined)	nt	7%	nt	1.0	nt	nt	-0.4%	0%	13%
O=C(COc1ccc([N+](=O)[O-])cc1)Nc1ccc(N2CCN(C(=O)c3ccco3)CC2)cc1	i	0%	4%	-0.3	?	1%	0.1%	6%	-7%
C=CCOc1cccc(C2/C(=C(/O)c3ccccc3)C(=O)C(=O)N2CCN2CCOCC2)c1 (centres undefined)	i	7%	-1%	-3.6	1%	-1%	-0.7%	-6%	5%
Cc1ccccc1-c1nc2sc3c(c2c(=O)n1N)CCCC3	i	-27%	1%	-1.6	?	0%	16%	-3%	-3%
Cc1cc(N/N=C/c2c(O)ccc3ccccc23)nc(-c2ccccc2O)n1	i	0%	?	-16	?	1%	7.1µM*	-2%	12%
Cc1ccc(C=NNc2nc3c([nH]2)c(=O)n(C)c(=O)n3C)cc1	i	5%	0%	-0.5	-27%	nt	2.3%	19%	10%
O=c1cc(CO)[nH]nc1CO	i	-11%	nt	-2.6	nt	nt	-0.9%	6%	4%
Cc1n[nH]c(C)c1CCN(C)Cc1cn(C)nc1-c1ccccc1F	i	0%	-12%	-3.7	-8%	?	0.0%	-1%	8%
Cc1sc2nc(-c3ccccc3)oc(=O)c2c1C	i	3%	-16%	-1.0	?	4%	?	2%	1%
C=CCn1c(SCC(=O)c2c(N)n(C)c(=O)n(C)c2=O)nnc1-c1ccoc1C	i	6%	-13%	-1.1	?	-2%	-0.7%	-3%	21%

Compound profiles, as listed above:
Cc1nn(C(C)CC(=O)O)c(C)c1Br (centres undefined) is listed with Akt phos inh: nt; TGFb inhibitor: 11%; A549 tox: -8%; CCT modulator: -1.2; Nrf2 inh: 8%; MmCpn inh: 0%; Nrf2 activator: -0.2%; EPAC2 antag: -3%; EPAC2 ag: 3%
C=CCOc1cccc(C2/C(=C(/O)c3ccccc3)C(=O)C(=O)N2CCN2CCOCC2)c1 (centres undefined) is listed with Akt phos inh: i; TGFb inhibitor: 7%; A549 tox: -1%; CCT modulator: -3.6; Nrf2 inh: 1%; MmCpn inh: -1%; Nrf2 activator: -0.7%; EPAC2 antag: -6%; EPAC2 ag: 5%

New compounds follow:
SMILES	Akt phos inh	TGFb inhibitor	A549 tox	CCT modulator	Nrf2 inh	MmCpn inh	Nrf2 activator	EPAC2 antag	EPAC2 ag
CCCCc1c(O)nc(SCC(=O)N2CCOCC2)n(-c2ccccc2OC)c1=O	i	-2%	-9%	1.2	16%	1%	-1.1%	-4%	5%
COC(=O)C1C(=O)c2c([nH]c(C(=O)OCCSC)c2C)CC1C (centres undefined)	i	2%	4%	-0.2	12%	1%	3.8%	6%	2%
CSc1ccccc1NC(=O)c1ccc(CN2CCOCC2)cc1	i	-3%	-5%	-0.9	?	-4%	-0.3%	-4%	5%
CC1CCN(C2=C(NS(=O)(=O)c3ccccc3)C(=O)c3ccccc3C2=O)CC1	i	?	-2%	-1.1	1%	-1%	5.7%	-16%	8%
CCOC(=O)Nc1ccc(NC(=O)c2c(OC)cccc2OC)cc1	i	-11%	-2%	-1.6	-20%	1%	-0.1%	-3%	5%
C[C@@H]1CCCCO[C@@H](CN(C)C(=O)c2ccncc2)[C@@H](C)CN([C@H](C)CO)C(=O)c2cc(NC(=O)Cc3ccccc3)ccc2O1	i	-28%	nt	2.2	nt	nt	-0.7%	0%	-8%
CCOC(=O)Cc1c(C)nc2c(-c3ccccc3)cnn2c1C	i	0%	11%	0.8	5%	0%	4.4%	-10%	10%
O=C(CSc1nnc(-c2ccncc2)n1Cc1ccccc1)NC1CCCc2ccccc21 (centres undefined)	i	1%	16%	-1.0	-5%	0%	0.1%	11%	-10%
CSc1ccc(CN(C)C(=O)c2cc(=O)c3ccccc3o2)cc1	i	-2%	2%	1.0	-13%	3%	?	-19%	10%
CCSc1nnc(-c2ccc(S(=O)(=O)N3CCOCC3)cc2)n1CC1CCCO1 (centres undefined)	i	-3%	?	-2.0	29%	0%	0.0%	-5%	10%
CCCN(C(=O)CSc1nc2ccccc2n1CC)C1CCS(=O)(=O)C1 (centres undefined)	i	0%	2%	-2.8	12%	1%	-0.6%	-5%	-2%
CCOc1ccc(OCCN(C)Cc2ccccc2)cc1	i	5%	-2%	0.9	15%	-3%	0.3%	0%	4%
CC(C)(C)c1ccc(C2(C)NC(=O)NC2=O)cc1 (centres undefined)	i	-2%	0%	-2.8	-11%	-2%	0.7%	0%	-4%
COC(=O)[C@@]12CCCN1[C@H](c1ccc(-c3ccccc3)cc1)[C@@H]1C(=O)N(C)C(=O)[C@@H]12	i	-13%	-1%	-2.9	-23%	1%	1.0%	-2%	17%
CCCn1c(SCC(=O)N(C)CC(=O)Nc2ccc(C)cc2)n[nH]c1=O	i	9%	1%	0.8	-11%	0%	0.0%	7%	6%

Part of the list above, limited to Akt phos inh, EPAC2 ag and Nrf2 inh.
SMILES	Akt phos inh	EPAC2 ag	Nrf2 inh
COc1ccc2c(c1)CCC/C2=N\OC(=O)c1ccccc1F	i	10%	-3%
Cc1sc2ncnc(N3CCC(C(=O)NNC(=O)COc4ccc(Br)cc4)CC3)c2c1C	i	9%	-18%

Next compounds follow:
SMILES	Akt phos inh	TGFb inhibitor	A549 tox	CCT modulator	Nrf2 inh	MmCpn inh	Nrf2 activator	EPAC2 antag	EPAC2 ag
COc1ccc(/C=C/c2c([N+](=O)[O-])c(=O)n(C)c(=O)n2C)cc1OC	i	-2%	-9%	-2.9	-8%	1%	1.9%	13%	5%
COc1ccc(N(C)S(=O)(=O)c2cccc(C(=O)NC3CCCC(C)C3C)c2)cc1 (centres undefined)	i	?	-14%	1.0	?	-3%	3.0%	1%	9%
CCN(CC(=O)Nc1cccc(Br)c1)Cc1nc2ccccc2c(=O)[nH]1	i	14%	-2%	-1.8	24%	1%	2.2%	-8%	0%
Cc1ccc(NC(=O)C2(N3CCC3=O)CCCCC2)cc1	i	9%	-4%	-3.3	-7%	-1%	0.3%	14%	20%
O=Cc1ccc(N2CCCC2)c(F)c1	i	0%	-7%	-3.7	-15%	-1%	0.0%	-1%	-2%
CCOc1cc(CNCc2ccccn2)cc(Cl)c1OC	i	15%	-4%	-1.5	-6%	1%	0.2%	-8%	-2%
COc1nc(-c2ccccc2)ccc1-c1noc(-c2ccccc2F)n1	nt	-15%	-5%	-2.7	?	-20%	3.7%	5%	0%[15.6 µM]
CN(C)c1ccc(/C=C(/NC(=O)c2ccccc2)C(=O)N2CCCC2)cc1	i	4%	-9%	-6.1	5%	0%	0.2%	6%	-3%
CC1CCN(Cc2ccc(-c3nnn(CC(=O)Nc4ccccc4Cl)n3)cc2)CC1	i	4%	-28%	2.0	-21%	1%	0.6%	-11%	-6%
